Screening results from PubChem.
F508del corr – correctors of CFTR F508del function in bronchial epithelial cells; CFBE cells, YFP halide quenching; stimulated with forskolin plus potentiator P3; % fluorescence drop versus neutral controls; activity (quench increase), % at 7.58 µM; hit rate 0.36% among 350,000;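 active = mean added fluorescence quench of at least 8% versus neutral control, with both replicates also reaching 8%; inconclusive = only one of the mean or replicate conditions met; inactive = mean below 8% and not both replicates reaching 8%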;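 note: cells transiently co-express mutant CFTR-F508del with the halide-sensitive YFP; corrector assay measuring rescue of mutant channel to the surface after 24 h compound exposure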
SIRT5 inh – sirtuin-5 (human) deacylase inhibition. Q9NXA8. Purified SirT5, succinyl-peptide AMC, trypsin-coupled fluorescence. inhibition, % at 15 µM. hit rate 1.1% among 330,000. AID 652115; in the data active = inhibition above about 15%; inconclusive = no clear call, values can overlap the other calls
Target sequence (Q9NXA8 whole entry, looked up): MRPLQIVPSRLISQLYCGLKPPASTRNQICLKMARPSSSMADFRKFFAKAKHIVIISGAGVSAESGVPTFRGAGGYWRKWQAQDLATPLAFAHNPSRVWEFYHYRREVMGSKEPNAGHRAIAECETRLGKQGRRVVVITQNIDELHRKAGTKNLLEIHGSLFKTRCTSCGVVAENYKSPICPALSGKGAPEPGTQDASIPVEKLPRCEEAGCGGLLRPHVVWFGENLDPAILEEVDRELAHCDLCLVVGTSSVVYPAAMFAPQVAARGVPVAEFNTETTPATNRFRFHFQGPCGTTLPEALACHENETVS
miR-122 sensor – inhibitors of miR-122 in Huh7 cells | Huh7 miR-122 Renilla luciferase sensor, 48 h; neutral wells = 0, positive control = 100 | activation (reporter increase), % at 12.5 µM | hit rate 0.3% among 340,000 | AID 602342;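 active = mean replicate activation score at least 90 and every replicate individually at or above 90; inconclusive = only one of the two criteria met; inactive = neither criterion met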;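 note: higher luciferase means less miR-122 activity so hits act as miR-122 inhibitors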
Casp6 inh – caspase-6 (human) enzyme inhibition | purified caspase-6, Z-VEID-R110 cleavage fluorescence | inhibition, % at 12.5 µM | hit rate 0.53% among 350,000 | AID 686996;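 active = mean inhibition across replicates at least about 35%, with every replicate also reaching that limit, limit read from the data; inconclusive = only one of the two criteria met; inactive = neither criterion met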;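 note: 0% = median of neutral control wells and 100% = no fluorescence left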
Target sequence (P55212 24-179 limits assumed): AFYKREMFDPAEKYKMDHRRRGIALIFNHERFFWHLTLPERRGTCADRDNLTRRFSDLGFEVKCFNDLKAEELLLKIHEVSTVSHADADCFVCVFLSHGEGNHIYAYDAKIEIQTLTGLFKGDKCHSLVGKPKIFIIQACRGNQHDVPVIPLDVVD
Target sequence (P55212 194-293 limits assumed): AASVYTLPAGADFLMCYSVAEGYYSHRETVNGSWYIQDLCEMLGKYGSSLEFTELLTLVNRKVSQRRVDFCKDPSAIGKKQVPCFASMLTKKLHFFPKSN
ERAP1 HTS inh – ERAP1 (human) enzyme inhibition | AID 652197 | recombinant ERAP1, Leu-AMC fluorescence, 60 min | inhibition, % at 10.7 µM | Q9NZ08 | hit rate 0.15% among 340,000;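 active = mean replicate inhibition of at least 30%, or all replicates individually reaching that 30% level; inactive = mean below 30% and not every replicate reaching it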;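 note: 0% = neutral control wells and 100% = L-leucinethiol positive control wells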
DENV2 CPE rescue – inhibitors of DENV2 cytopathic effect; DENV2-infected cells, cytopathic effect rescue, plate reader; CPE inhibition, % at 9.99 µM; hit rate 1.7% among 350,000; AID 651640; in the data active = CPE inhibition above about 20%, passing the limit was not always enough; inconclusive = no clear call, values can overlap the other calls; tested in BHK-21 cells;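 note: 0% = median of neutral control wells and 100% = median of positive control wells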
ERp5 inh – inhibitors of human ERp5; Q15084; ERp5 insulin aggregation, absorbance 650 nm, 90 min; inhibition, % at 9.99 µM; hit rate 0.05% among 350,000; AID 651711;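 active = mean replicate inhibition above about 25%, with every replicate also reaching it, limit read from the data, passing the limit was not always enough; inconclusive = only one of those two criteria met; inactive = neither criterion met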
Target sequence (Q15084 whole entry, looked up): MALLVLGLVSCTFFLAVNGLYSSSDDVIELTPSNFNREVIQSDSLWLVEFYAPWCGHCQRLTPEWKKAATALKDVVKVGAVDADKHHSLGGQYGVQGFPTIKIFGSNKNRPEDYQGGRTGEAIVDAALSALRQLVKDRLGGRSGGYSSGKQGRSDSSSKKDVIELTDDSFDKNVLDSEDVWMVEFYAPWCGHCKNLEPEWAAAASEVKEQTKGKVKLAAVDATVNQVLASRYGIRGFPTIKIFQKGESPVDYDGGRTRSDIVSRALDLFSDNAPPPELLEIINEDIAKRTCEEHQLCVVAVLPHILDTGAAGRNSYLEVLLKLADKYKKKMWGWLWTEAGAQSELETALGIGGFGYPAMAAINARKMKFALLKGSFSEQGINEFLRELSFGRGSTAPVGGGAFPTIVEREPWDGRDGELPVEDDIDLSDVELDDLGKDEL
Numbers without * were called inactive; ? = inconclusive; · = no result given; & = joins results of further samples; [ ] = another dose, or the depositor's remark.

Order of values: Casp6 inh, SIRT5 inh, F508del corr, ERAP1 HTS inh, miR-122 sensor, ERp5 inh, DENV2 CPE rescue
CCOc1ccc(-c2nc(-c3ccncc3)no2)cc1OCC
→ 0, 0, ·, 0, 1, -3, ·
O=C(COC(=O)C1CCCCC1)NCCc1ccccc1
→ 0, 3, ·, 3, ·, 1, 0
O=C(NNC(=O)c1ccccc1C(=O)O)c1ccc(O)cc1
→ 2, 5, -2.2, -2, -11, -1, -8
CC1(C)Cc2ccccc2-c2nnnn21
→ 2, 2, -0.5, 4, 1, -4, 4
Cc1ccc(S(=O)(=O)N2CCN(S(=O)(=O)N3CCCCCC3)CC2)cc1
→ 2, -3, 1.4, 0, ·, -5, 14
CCCc1nc2ccc(C)cn2c1Cc1ccc(C)cc1
→ -5, -2, 2.5, -1, -3, 2, -4
O=C(C[C@H]1CC[C@@H]2[C@H](COC[C@H](O)CN2S(=O)(=O)c2ccccc2)O1)Nc1ccc(-c2ccccc2)cc1
→ 3, -1, 1.9, 1, -9[16.7 µM], -3, -7
NC(=O)NC(=O)COC(=O)CC12CC3CC(CC(C3)C1)C2
→ 13, 5, 2.5, 3, ·, -1, -6
CCN(C(=O)COC(=O)c1cc2c(s1)CCCC2)c1c(N)n(Cc2ccccc2)c(=O)[nH]c1=O
→ 5, -2, 15*, 3, ·, -4, ?
Cc1ccc(/C=N/NC(=O)C2(C)CC2(Br)Br)cc1 (stereo not drawn)
→ 2, 1, -0.3, -1, ·, 4, -4
CSCCC(c1nc2ccccc2[nH]1)n1c(=O)c(-c2cccnc2)nc2ccccc21 (stereo not drawn)
→ 3, ·, 1.1, 2, ·, 2, 3
Cc1nc(Cl)c(Cl)n1CCOc1ccccc1
→ -4, -4, 0.6, 1, 3, -8, 4
CCOC(=O)C[C@H]1c2ccccc2S(=O)(=O)N1Cc1ccc(Cl)cc1
→ -2, -2, -1.9, -7, 1, -3, -5
O=C1[C@H]2[C@@H](c3ccc(F)cc3)N3C(=O)N(c4ccc(C(F)(F)F)cc4)C(=O)[C@@]3(Cc3ccccc3)[C@H]2C(=O)N1C1CCCCC1
→ -7, -2, 4.8, -2, 1, 6, -5
CCN(CC(=O)Nc1ccc(OC)cc1)C(=O)c1ccc(N2CCCC2=O)cc1
→ -166, -3, 2.2, 0, -3, -4, 5
COc1cc(C(=O)OC2CCOC2=O)cc(Cl)c1OC (stereo not drawn)
→ 0, -7, 0.8, -3, ·, 3, -1
COc1ccc(Cl)cc1NC(=O)C(C)N(C)Cc1cccc(Cl)c1Cl (stereo not drawn)
→ 0, 2, ·, 3, ·, 1, 1
O=C(O)CNS(=O)(=O)c1ccc2[nH]c(=O)c(=O)[nH]c2c1
→ -4, -2, 2.2, 0, 0, -4, 3
COCC#Cc1ccc2c(c1)O[C@H](CN(C)Cc1ccccc1F)[C@H](C)CN([C@@H](C)CO)S2(=O)=O
→ 1, 7, 1.2, 0, 2[16.7 µM], 4, -1
CCCc1cn(CC[C@H]2CC[C@@H](NC(=O)C3CCCC3)[C@@H](CO)O2)nn1
→ 1, 4, -0.4, 2, 11[16.7 µM], -2, -5

14 entries from above, arranged by molar mass, rising:
Order of values: Casp6 inh, SIRT5 inh, F508del corr, ERAP1 HTS inh, miR-122 sensor, ERp5 inh, DENV2 CPE rescue
CC1(C)Cc2ccccc2-c2nnnn21
→ 2, 2, -0.5, 4, 1, -4, 4
Cc1nc(Cl)c(Cl)n1CCOc1ccccc1
→ -4, -4, 0.6, 1, 3, -8, 4
NC(=O)NC(=O)COC(=O)CC12CC3CC(CC(C3)C1)C2
→ 13, 5, 2.5, 3, ·, -1, -6
O=C(O)CNS(=O)(=O)c1ccc2[nH]c(=O)c(=O)[nH]c2c1
→ -4, -2, 2.2, 0, 0, -4, 3
COc1cc(C(=O)OC2CCOC2=O)cc(Cl)c1OC (stereo not drawn)
→ 0, -7, 0.8, -3, ·, 3, -1
CCCc1cn(CC[C@H]2CC[C@@H](NC(=O)C3CCCC3)[C@@H](CO)O2)nn1
→ 1, 4, -0.4, 2, 11[16.7 µM], -2, -5
Cc1ccc(/C=N/NC(=O)C2(C)CC2(Br)Br)cc1 (stereo not drawn)
→ 2, 1, -0.3, -1, ·, 4, -4
CCOC(=O)C[C@H]1c2ccccc2S(=O)(=O)N1Cc1ccc(Cl)cc1
→ -2, -2, -1.9, -7, 1, -3, -5
CCN(CC(=O)Nc1ccc(OC)cc1)C(=O)c1ccc(N2CCCC2=O)cc1
→ -166, -3, 2.2, 0, -3, -4, 5
COc1ccc(Cl)cc1NC(=O)C(C)N(C)Cc1cccc(Cl)c1Cl (stereo not drawn)
→ 0, 2, ·, 3, ·, 1, 1
CSCCC(c1nc2ccccc2[nH]1)n1c(=O)c(-c2cccnc2)nc2ccccc21 (stereo not drawn)
→ 3, ·, 1.1, 2, ·, 2, 3
CCN(C(=O)COC(=O)c1cc2c(s1)CCCC2)c1c(N)n(Cc2ccccc2)c(=O)[nH]c1=O
→ 5, -2, 15*, 3, ·, -4, ?
COCC#Cc1ccc2c(c1)O[C@H](CN(C)Cc1ccccc1F)[C@H](C)CN([C@@H](C)CO)S2(=O)=O
→ 1, 7, 1.2, 0, 2[16.7 µM], 4, -1
O=C1[C@H]2[C@@H](c3ccc(F)cc3)N3C(=O)N(c4ccc(C(F)(F)F)cc4)C(=O)[C@@]3(Cc3ccccc3)[C@H]2C(=O)N1C1CCCCC1
→ -7, -2, 4.8, -2, 1, 6, -5

Next part
Order of values: Casp6 inh, SIRT5 inh, F508del corr, ERAP1 HTS inh, miR-122 sensor, ERp5 inh, DENV2 CPE rescue
O=C(NCc1nc2ccccc2[nH]1)c1c(F)c(F)c(F)c(F)c1F
→ -3, 0, -0.6, -1, ·, 5, 2
O=C(Nc1nccs1)c1cccc2ccccc12
→ 1, 18*, 2.8, -2, -1, 3, 5
COc1cccc(C=Nc2cccc3c(=O)[nH][nH]c(=O)c23)c1O
→ 0, 0, 4.6, 0, ·, 4, 2
COc1ccc(NC(=O)N(C)C[C@H]2Oc3c(NC(=O)Nc4c(C)noc4C)cccc3C(=O)N([C@H](C)CO)C[C@@H]2C)cc1
→ -4&2, 2&-6, -2.8&-0.8, 2&-12, -6[16.7 µM], -6&-2, 1&3
COc1ccc(N2CCN(C(=O)c3ccc(CS(=O)(=O)c4ccc(OC)cc4)o3)CC2)cc1
→ 1, ·, 2.3, ·, 0, 2, -3
O=C(Nc1ccc(F)cc1)N1[C@H](CO)[C@H]2c3ccccc3NC[C@H]21
→ 1, 4, -2.3, 0, -29[16.7 µM], 1, 9
Cc1nn(-c2ccccc2)c(C)c1NC(=O)COC(=O)CCOc1ccccc1
→ -1, 0, -1.5, 0, -3, 1, 16
C/C(=N\NC(=O)CNC(=O)c1ccccc1F)c1ccco1
→ 8, 0, -0.8, -1, 5, 0, 0
CN(Cc1c(C(=O)N/N=C/c2c(F)cccc2Cl)nnn1-c1nonc1N)C1CCCCC1
→ -2, 1, 0.8, -5, 2, -1, -6
CCCCN1CCC(CN2C(=O)C(=O)NC[C@@H]2Cc2ccccc2)CC1
→ 1, -2, 1.7, 1, ·, -6, -3
COc1ccc(/C=C2\SC(=S)N(CCCC(=O)N3CCN(C)CC3)C2=O)cc1OC
→ 3, 0, -0.8, 4, -8, 2, -4
Cc1cccc(C(=O)n2cnnc2N)c1
→ 1, -2, 0.6, -4, ·, -2, 6
Cc1cc(N)ccc1-c1cc2ccccc2oc1=O
→ 1, 3, 1.9, 0, 9, 1, -3
O=c1ccc(C(F)(F)F)cn1Cc1cc(=O)n2cc(Br)ccc2n1
→ 14, -1, 3.6, 1, ·, 3, 12
COc1ccccc1S(=O)(=O)Cc1ccc(C(=O)NCc2ccc3c(c2)OCO3)o1
→ -2, 0, 2.7, 0, 2, 2, 3
O=C1CC(C(=O)N(c2ccc(F)cc2)C(C(=O)NC2CCCC2)c2ccccn2)CS1 (stereo not drawn)
→ 0, 0, -0.7, 0, 5, 4, -5
COc1ccc(S(=O)(=O)N2CCC3(CC2)CN(Cc2ccncc2)[C@@H](CO)c2[nH]c4cc(OC)ccc4c23)cc1
→ ·, ·, 1.5, -2, ·, 3, 0
C[C@@H]1CN([C@@H](C)CO)C(=O)c2cc(C#CC3CCCCC3)cnc2O[C@H]1CN(C)S(=O)(=O)c1ccc(F)cc1
→ -1, -2, 2.6, 1, -6[16.7 µM], 10, ?
COc1cccc(S(=O)(=O)Nc2ccc3c(c2)[C@@H]2C[C@H](CC(=O)NCc4ccc(Cl)cc4)O[C@@H](CO)[C@@H]2O3)c1
→ -2, 3, -1.8, 0, 25[16.7 µM], -4, 6
O=C(COc1ccc(Cl)cc1)Nc1ccc2c(c1)C(=O)NC2=O
→ -2, -1, 2.1, 3, ·, 3, -3
O=C(Nc1ccccc1F)C1CCCN(S(=O)(=O)c2cccc3cccnc23)C1 (stereo not drawn)
→ 1, -1, 5.3, 0, 5, 11, -3
CN(C(=O)COc1ccc([N+](=O)[O-])cc1)C1CCS(=O)(=O)C1 (stereo not drawn)
→ 8, -6, -2.4, -11, 2, 1, 2
CCC(=O)c1ccc(N2CCN(S(=O)(=O)c3ccccc3)CC2)c(F)c1
→ -1, -8, 1.6, -2, ·, 0, ·
COc1ccnc(CN(C)C(=O)C2CCC(=O)N(CCN(C)C)C2)c1 (stereo not drawn)
→ -29, 4, 0.9, -1, -5, -1, 12
CO[C@H]1CN(C)C(=O)c2ccc(NC(=O)Nc3ccccc3F)cc2OC[C@@H](C)N(Cc2ccccc2C(=O)O)C[C@@H]1C
→ 0, 2, -2.7, 0, 0[16.7 µM], -1, 4
CC1CCCCC12NC(=O)N(CC(=O)OCc1cccc(F)c1)C2=O (stereo not drawn)
→ 1, -2, -2.6, 1, -11, -3, 0
CCOc1cc(/C=C2/COc3ccccc3C2=O)ccc1OCC(=O)N(C)C
→ -1, -3, -0.1, -1, ·, -3, -1
COc1ccccc1C#Cc1ccc2c(c1)O[C@H](CN(C)C)[C@@H](C)CN([C@H](C)CO)S2(=O)=O
→ -3, -15, -2.9, 0, ·, 2, -8
CO[C@@H]1CN(C)C(=O)c2ccc(NC(=O)C3CC3)cc2OC[C@H](C)N(C(=O)c2ccccc2)C[C@H]1C
→ 2, -1, -1.1, -2, ·, -4, 4
CN1CCc2nc(SC(C(=O)O)c3ccccc3)c(C#N)c(-c3cccs3)c2C1 (stereo not drawn)
→ -1, 1, -1.9, -5, 0, 1, -5

Single entries from the results shown.
Entry for CN1CCc2nc(SC(C(=O)O)c3ccccc3)c(C#N)c(-c3cccs3)c2C1 (stereo not drawn) under DENV2 CPE rescue: -5
Entry for CN(C(=O)COc1ccc([N+](=O)[O-])cc1)C1CCS(=O)(=O)C1 (stereo not drawn) under Casp6 inh: 8

Later entries
Order of values: Casp6 inh, SIRT5 inh, F508del corr, ERAP1 HTS inh, miR-122 sensor, ERp5 inh, DENV2 CPE rescue
Cc1ccc(NC(=O)C2CCCN2C(=O)NC2CCCCC2)cc1C (stereo not drawn)
→ 2, 1, -2.0, 0, ·, 4, -4
COCCNC(=O)C1(C)CCCN(C(=O)c2ccc(OC)c(OC)c2)C1 (stereo not drawn)
→ 2, ·, 2.0, -3, -4, 1, -11
CC(=O)N(C)C[C@H]1Oc2ncc(-c3ccccc3F)cc2C(=O)N([C@H](C)CO)C[C@H]1C
→ 1, -6, -4.2, 0, 6[16.7 µM], 0, 18
O=C(CCS(=O)(=O)c1ccccc1)Nc1ccc2c(c1)C(=O)NC2=O
→ -3, 7, 0.3, 2, ·, 4, 5
CC(C)(C)C(=O)NCCn1ccc2ccccc21
→ 1, -2, -5.3, 5, ·, 1, -2
O=C(NCc1cccnc1)C(=O)NCC(c1ccco1)N1CCN(c2ccccc2)CC1 (stereo not drawn)
→ 0, -1, -1.6, 5, -1, 0, 21*
Cc1cc(NC(=O)CSc2nnc(-c3cccnc3)n2Cc2ccccc2)no1
→ -1, 0, 0.8, 4, -3, 0, -8
COc1ccc(CCN2CCCn3c2nc2c3c(=O)n(CC(C)C)c(=O)n2C)cc1OC
→ 10, 1, -1.4, 4, -1, 2, 1
COc1cc(/C=N/Nc2nc3ccccc3s2)cc([N+](=O)[O-])c1O
→ 1, 1, 1.9, 0, 0, -3, -3
